Screening results from PubChem BioAssay.
ZTA DNA inh: counter-screen for EBNA-1 inhibitors: inhibitors of Epstein-Barr virus ZTA. P03206. ZTA-DNA binding, fluorescence polarization. inhibition, % at 11 µM. 320,000 compounds, 0.15% hits. AID 2234; in the data active means inhibition above about 33%
Target sequence (P03206 whole entry, looked up): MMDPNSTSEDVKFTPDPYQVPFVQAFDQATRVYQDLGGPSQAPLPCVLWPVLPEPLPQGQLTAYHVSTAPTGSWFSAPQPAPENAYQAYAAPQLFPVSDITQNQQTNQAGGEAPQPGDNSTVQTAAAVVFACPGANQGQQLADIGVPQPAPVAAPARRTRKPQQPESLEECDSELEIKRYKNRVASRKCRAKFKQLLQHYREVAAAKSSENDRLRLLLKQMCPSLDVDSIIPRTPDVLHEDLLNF
PAFAH1B3 inh: PAFAH1B3 enzyme inhibitors, primary screen, biochemical, fluorescence polarization, human; Platelet-activating factor acetylhydrolase IB subunit alpha1 (Homo sapiens), Q15102; recombinant PAFAH1B3, FP-rhodamine probe; inhibition, % at 3.39 µM; 340,000 compounds, 0.28% hits;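 active means inhibition above the screen-wide average of all tested compounds plus 3 SD, cut at about 25% in these data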;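 further: 0% = enzyme with DMSO only and 100% = wells lacking PAFAH1B3 protein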
Target sequence (Q15102 whole entry, looked up): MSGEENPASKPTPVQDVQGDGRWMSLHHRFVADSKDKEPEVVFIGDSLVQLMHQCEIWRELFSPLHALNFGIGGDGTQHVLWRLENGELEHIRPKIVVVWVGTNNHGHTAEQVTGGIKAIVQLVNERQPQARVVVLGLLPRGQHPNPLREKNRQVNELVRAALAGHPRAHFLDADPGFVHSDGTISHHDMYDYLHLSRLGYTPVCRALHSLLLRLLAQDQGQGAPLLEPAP
LYPLA2 inh: LYPLA2 inhibitors, primary screen, counter-screen for PME1 inhibitor project, biochemical, fluorescence polarization, FP-Rh probe ABPP | Acyl-protein thioesterase 2 (Homo sapiens), O95372 | recombinant LYPLA2 | inhibition, % at 5.9 µM | 320,000 compounds, 0.38% hits;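 active means inhibition above the screen-wide mean plus 3 SD, limit set per campaign, cut at about 26% in these data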;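 further: 0% = LYPLA2 with DMSO and 100% = wells lacking LYPLA2 enzyme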
LYPLA1 inh: LYPLA1 inhibitors, primary screen, counter-screen for PME1 inhibitor project, biochemical, fluorescence polarization, FP-Rh probe ABPP; recombinant LYPLA1; inhibition, % at 5.9 µM; Acyl-protein thioesterase 1 (Homo sapiens), O75608; 320,000 compounds, 0.16% hits; AID 2174, 2009;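 active means inhibition above the mean of all tested compounds plus 3 SD, set per campaign, cut at about 14% in these data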;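 further: inhibitors block serine hydrolase probe labeling of LYPLA1 so polarization falls; 0% = enzyme with DMSO and 100% = wells lacking LYPLA1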
Target sequence (O75608 whole entry, looked up): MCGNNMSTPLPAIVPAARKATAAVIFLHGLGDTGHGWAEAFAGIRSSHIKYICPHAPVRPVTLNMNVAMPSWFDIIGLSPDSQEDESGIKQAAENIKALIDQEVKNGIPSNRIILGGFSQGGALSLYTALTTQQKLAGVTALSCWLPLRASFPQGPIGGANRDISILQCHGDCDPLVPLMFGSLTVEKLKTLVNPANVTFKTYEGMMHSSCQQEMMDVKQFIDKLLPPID
EBNA-1 inhibitor: EBNA-1 DNA-binding inhibitors, primary screen, biochemical, fluorescence polarization; AID 1950, 2009; 300,000 compounds, 0.34% hits; inhibition, % at 14.8 µM; in the data active means inhibition above about 28%
PAFAH2 inh: PAFAH2 enzyme inhibitors, primary screen, biochemical, fluorescence polarization, human. recombinant PAFAH2, FP-rhodamine activity probe. inhibition, % at 3.39 µM. Platelet-activating factor acetylhydrolase 2, cytoplasmic (Homo sapiens), Q99487. 340,000 compounds, 0.99% hits;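 active means inhibition above the mean over all tested compounds plus 3 SD, cut at about 30% in these data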;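 further: inhibitors block probe labeling of enzyme so polarization drops; 0% = enzyme with DMSO and 100% = wells lacking PAFAH2 protein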
GSTO1 counter: inhibitors of recombinant GSTO1, primary screen, counter-screen for RBBP9 inhibitor project, biochemical, fluorescence polarization; activity-based probe fluorescence polarization; inhibition, % at 5.96 µM; 300,000 compounds, 1.1% hits;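 active means inhibition above the campaign mean inhibition plus 3 SD, cut at about 35% in these data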;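 further: 0% = GSTO1-1 with DMSO and 100% = wells lacking GSTO1-1 enzyme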
PAD4 FP inh: human PAD4 inhibitors, primary screen, biochemical, fluorescence polarization, 1536-well format. recombinant PAD4, RCA probe fluorescence polarization. inhibition, % at 6.36 µM. 330,000 compounds, 0.41% hits. AID 485272, 2010;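 active means percent inhibition above a cutoff equal to the mean of all tested compounds plus 3 SD, cut at about 15% in these data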;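 further: 0% = PAD4 with RCA probe and DMSO and 100% = probe without PAD4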
PREPL inh: PREPL enzyme inhibitors, primary screen, biochemical, fluorescence polarization | Prolyl endopeptidase-like (Homo sapiens), Q4J6C6 | recombinant PREPL, fluorescence polarization activity-based probe | inhibition, % at 5.96 µM | 320,000 compounds, 0.68% hits | AID 2751, 2010; in the data active means inhibition above about 43%;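 further: 0% = enzyme with DMSO and 100% = wells lacking enzyme; many of its hits are not listed in these tables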
Starred values were filed as active, the others as inactive; / = not tested or not shown.

entry	SMILES	ZTA DNA inh	PAFAH1B3 inh	LYPLA2 inh	LYPLA1 inh	EBNA-1 inhibitor
1	O=C(Nc1cccs1)Nc1c(F)cc(F)cc1Br	-0.1	-7.3	5.2	-3.4	-0.9
2	COc1ccc(N2CCN(CC(O)COc3ccc(C)c(C)c3)CC2)cc1 (stereo not drawn)	0.8	6.5	6.5	-0.5	4.1
3	Cc1cc(-c2onc(C)c2C(=O)Oc2ccc(Cl)cc2)no1	5.6	1.9	-1.5	-2.0	2.6
4	O=C(NCCc1ccccc1)/C(=N\O)c1ccccc1	-0.7	-7.4	6.9	1.2	4.3
5	CCc1nnc(NS(=O)(=O)c2ccc(NC(=O)c3cc4ccccc4oc3=O)cc2)s1	-10.8	/	8.1	-0.3	4.5
6	O=C(NNS(=O)(=O)c1ccc(Br)cc1)c1sccc1-n1cccc1	-13.0	2.1	-3.7	-3.7	-9.6
7	N#Cc1ccccc1CSc1nc(N2CCCCC2)nc(N2CCCCC2)n1	-0.2	-2.7	0.6	-0.1	7.3
8	Cc1ccc(OCC(=O)N2CCCCCCC2)cc1C	-9.3	7.7	0.8	1.1	-8.2
9	Cn1c(C(=O)c2ccccc2)nc2ccccc21	0.7	1.1	10.1	5.0	5.4
10	COc1ccc(/C=N/N=C(\N)c2nonc2N)cc1OC	4.2	1.9	4.4	-2.3	4.6

entry	PAFAH2 inh	GSTO1 counter	PAD4 FP inh	PREPL inh
1	3.0	17.1	-4.7	13.2
2	2.0	2.2	-5.6	8.8
3	-3.0	7.7	0.8	-7.3
4	-6.0	-4.4	-1.8	-2.3
5	/	-0.5	-6.1	0.2
6	0.7	-1.4	-2.3	13.6
7	-4.4	8.1	-5.2	12.8
8	4.5	5.9	1.5	4.1
9	-9.9	4.2	-4.4	3.1
10	-5.1	-2.0	-2.7	7.2

Additional entries follow:
entry	SMILES	ZTA DNA inh	PAFAH1B3 inh	LYPLA2 inh	LYPLA1 inh	EBNA-1 inhibitor
11	O=C(CCNC(=O)c1ccccc1Cl)Nc1nc(-c2ccc(F)cc2)cs1	-11.9	4.8	-0.3	0.1	-6.6
12	CCOC(=O)C1=C(N)N(c2ccccc2)C2=C(C(=O)CCC2)C1c1cccnc1 (stereo not drawn)	-7.0	10.5	1.5	0.8	-2.1
13	O=C(NCCN1CCOCC1)c1cc(-c2cccs2)nc2ccccc12	-8.4	10.4	2.3	2.5	1.3
14	CCOc1cc(/C=N/N2CCOCC2)ccc1OCc1ccc(C(=O)OC)o1	-9.7	-2.0	-0.1	3.1	-12.3
15	CC(C)(C)N(Cc1nc(-c2ccccc2)no1)C(=O)c1ccc2c(c1)OCO2	2.5	11.3	3.5	-5.9	14.9
16	CCN(CC)C(=O)c1ccc(NS(=O)(=O)c2ccc(/C=C/C(=O)O)cc2)cc1	2.5	-2.0	1.6	3.1	-6.0
17	CCOc1ccc(C(=O)c2cc([N+](=O)[O-])ccc2Cl)cc1	2.3	4.8	-3.4	0.1	-3.5
18	CC(C)(C)c1ccc(OCCNC(=O)c2ncn[nH]2)cc1	-7.5	7.7	4.1	1.2	-2.6
19	O=C(Nc1ccc(Cl)cn1)c1cccc(S(=O)(=O)N2CCOCC2)c1	-8.6	5.4	5.8	2.1	11.3
20	Cc1ccccc1S(=O)Cc1ccc(C(=O)NCCN2CCOCC2)o1 (stereo not drawn)	-3.0	6.8	3.5	0.6	2.8

entry	PAFAH2 inh	GSTO1 counter	PAD4 FP inh	PREPL inh
11	-0.7	-2.6	-2.4	16.6
12	-1.2	4.3	-4.8	4.2
13	1.1	-2.4	-1.1	10.6
14	-0.2	-5.4	0.2	9.1
15	-4.2	8.6	-0.3	-40.0
16	-7.9	7.3	-0.8	2.7
17	2.5	1.8	3.7	1.6
18	-2.0	-4.6	-19.2	-1.9
19	-0.8	-6.6	-1.0	0.1
20	-1.1	4.2	4.1	-0.5

(further entries)
entry	SMILES	ZTA DNA inh	PAFAH1B3 inh	LYPLA2 inh	LYPLA1 inh	EBNA-1 inhibitor
21	COC(=O)c1ccc(COc2ccc(C(=O)c3ccccc3)cc2)o1	2.9	4.8	11.9	4.5	-3.2
22	CCC(=O)N1CCN(c2ccc(Cl)cc2NC(=O)c2cccc([N+](=O)[O-])c2)CC1	-5.7	2.1	2.7	5.2	-6.0
23	CN(C(=O)COC(=O)c1ccc2ccccc2n1)c1ccccc1	/	8.4	/	/	/
24	Cc1ccc(SCC2CNc3nc4ccccc4c(=O)n32)c(C)c1 (stereo not drawn)	10.8	6.1	-5.0	-3.7	-2.9
25	O=C(CCC(=O)N(CC(=O)NC1CCCC1)Cc1ccc(F)cc1)Nc1nccs1	16.0	1.2	-0.5	0.0	15.7
26	Cc1cc(NC(=O)C(C)SCC(=O)OC(C)C(=O)Nc2cccc(C#N)c2)no1 (stereo not drawn)	-1.3	5.5	-2.8	-2.0	-0.6
27	Fc1ccc(C(c2nnnn2CCc2ccccc2)N2CCCc3ccccc32)cc1 (stereo not drawn)	-8.6	9.2	0.5	-1.2	1.5
28	COc1ccc(C(=O)NC(=S)Nc2ccccc2F)cc1	26.3	1.3	-1.4	-5.3	14.5

entry	PAFAH2 inh	GSTO1 counter	PAD4 FP inh	PREPL inh
21	5.0	1.6	0.5	-0.3
22	1.4	-4.2	-5.2	2.1
23	3.7	/	3.5	18.6
24	3.9	10.6	1.0	9.3
25	2.2	-0.4	-0.9	-0.8
26	-3.3	4.7	-3.6	-5.5
27	0.6	-3.7	-1.1	14.5
28	3.5	-4.1	-4.6	6.0

Reformatted in markdown: part of the list above
| cpd | canonical_smiles | ZTA DNA inh | PAFAH1B3 inh | LYPLA2 inh | LYPLA1 inh | EBNA-1 inhibitor | PAFAH2 inh | GSTO1 counter | PAD4 FP inh | PREPL inh |
| --- | --- | --- | --- | --- | --- | --- | --- | --- | --- | --- |
| 14 | CCOc1cc(/C=N/N2CCOCC2)ccc1OCc1ccc(C(=O)OC)o1 | -9.7 | -2.0 | -0.1 | 3.1 | -12.3 | -0.2 | -5.4 | 0.2 | 9.1 |
| 15 | CC(C)(C)N(Cc1nc(-c2ccccc2)no1)C(=O)c1ccc2c(c1)OCO2 | 2.5 | 11.3 | 3.5 | -5.9 | 14.9 | -4.2 | 8.6 | -0.3 | -40.0 |
| 16 | CCN(CC)C(=O)c1ccc(NS(=O)(=O)c2ccc(/C=C/C(=O)O)cc2)cc1 | 2.5 | -2.0 | 1.6 | 3.1 | -6.0 | -7.9 | 7.3 | -0.8 | 2.7 |
| 17 | CCOc1ccc(C(=O)c2cc([N+](=O)[O-])ccc2Cl)cc1 | 2.3 | 4.8 | -3.4 | 0.1 | -3.5 | 2.5 | 1.8 | 3.7 | 1.6 |
| 18 | CC(C)(C)c1ccc(OCCNC(=O)c2ncn[nH]2)cc1 | -7.5 | 7.7 | 4.1 | 1.2 | -2.6 | -2.0 | -4.6 | -19.2 | -1.9 |
| 19 | O=C(Nc1ccc(Cl)cn1)c1cccc(S(=O)(=O)N2CCOCC2)c1 | -8.6 | 5.4 | 5.8 | 2.1 | 11.3 | -0.8 | -6.6 | -1.0 | 0.1 |
| 20 | Cc1ccccc1S(=O)Cc1ccc(C(=O)NCCN2CCOCC2)o1 (stereo not drawn) | -3.0 | 6.8 | 3.5 | 0.6 | 2.8 | -1.1 | 4.2 | 4.1 | -0.5 |
| 21 | COC(=O)c1ccc(COc2ccc(C(=O)c3ccccc3)cc2)o1 | 2.9 | 4.8 | 11.9 | 4.5 | -3.2 | 5.0 | 1.6 | 0.5 | -0.3 |
| 22 | CCC(=O)N1CCN(c2ccc(Cl)cc2NC(=O)c2cccc([N+](=O)[O-])c2)CC1 | -5.7 | 2.1 | 2.7 | 5.2 | -6.0 | 1.4 | -4.2 | -5.2 | 2.1 |
| 23 | CN(C(=O)COC(=O)c1ccc2ccccc2n1)c1ccccc1 | / | 8.4 | / | / | / | 3.7 | / | 3.5 | 18.6 |
| 24 | Cc1ccc(SCC2CNc3nc4ccccc4c(=O)n32)c(C)c1 (stereo not drawn) | 10.8 | 6.1 | -5.0 | -3.7 | -2.9 | 3.9 | 10.6 | 1.0 | 9.3 |
| 25 | O=C(CCC(=O)N(CC(=O)NC1CCCC1)Cc1ccc(F)cc1)Nc1nccs1 | 16.0 | 1.2 | -0.5 | 0.0 | 15.7 | 2.2 | -0.4 | -0.9 | -0.8 |
| 26 | Cc1cc(NC(=O)C(C)SCC(=O)OC(C)C(=O)Nc2cccc(C#N)c2)no1 (stereo not drawn) | -1.3 | 5.5 | -2.8 | -2.0 | -0.6 | -3.3 | 4.7 | -3.6 | -5.5 |

An excerpt, so the mix of outcomes need not match the whole.
